Screening data deposited in PubChem by several laboratories.
RTF Ca sens act – cardiac RTF calcium sensitization | P19429+P45379 | IANBD-labeled TnC RTF fluorescence at EC20 calcium; 0% EC20 calcium, 100% full calcium | activation, % at 7.2 µM | hit rate 0.24% among 340,000 | AID 493008;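 active = activation above the mean over all tested compounds plus 3 SD, cut at about 30% in these data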;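 note: rise in fluorescence read as greater calcium sensitivity of cardiac thin filaments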
Rtt109 Vps75 – inhibitors of Candida albicans Rtt109/Vps75 histone acetyltransferase; Q5AAJ8; purified Rtt109/Vps75, ThioGlo CoA-SH fluorescence, 4 h; inhibition, % at 34.9 µM; hit rate 0.16% among 330,000;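 active = inhibition of at least 50% in every replicate; inconclusive = best replicate reaches 50% inhibition but some replicates fall short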
Target sequence (Q5AAJ8 whole entry, looked up): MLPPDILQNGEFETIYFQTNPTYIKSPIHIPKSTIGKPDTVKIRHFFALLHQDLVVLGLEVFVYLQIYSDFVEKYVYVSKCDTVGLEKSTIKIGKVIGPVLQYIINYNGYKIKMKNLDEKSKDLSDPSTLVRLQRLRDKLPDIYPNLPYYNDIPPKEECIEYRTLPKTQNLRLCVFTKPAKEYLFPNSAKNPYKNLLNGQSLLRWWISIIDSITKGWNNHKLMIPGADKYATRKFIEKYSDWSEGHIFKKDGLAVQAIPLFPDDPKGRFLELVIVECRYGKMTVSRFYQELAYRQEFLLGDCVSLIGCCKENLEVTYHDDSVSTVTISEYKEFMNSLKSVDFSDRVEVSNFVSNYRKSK
CDK5 inh – inhibitors of human CDK5/p35 kinase; Q00535+Q15078; Recombinant CDK5/p35, ADP-Glo luminescence, 60 min; inhibition, % at 10 µM; hit rate 0.01% among 330,000; AID 488839;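 active = highest replicate inhibition of at least 50% and at least 75% of replicates reaching 50%; inconclusive = only one of the two criteria met; inactive = both criteria failed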;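 note: plate controls were DMSO neutral control for no effect and GW8510 at 10 µM for full effect; many of its hits are not listed in these tables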
Wnt act – Wnt/beta-catenin pathway activation; activation, % at 9.35 µM; Wnt/beta-catenin reporter cell assay, activator, plate reader; hit rate 1.2% among 300,000; in the data active = activation above about 30%, passing the limit was not always enough; inconclusive = no clear call, values can overlap the other calls;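 note: 0% = neutral control wells and 100% = positive control wells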
CAL PDZ FP-1 – CAL PDZ (human) peptide binding inhibition | Q9HD26 | purified CAL PDZ, TMR-peptide fluorescence polarization, 1 h | AID 602252 | hit rate 0.92% among 300,000 | inhibition, % at 24.9 µM;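 active = mean inhibition of at least 30% with at least half of replicates also reaching 30%; inconclusive = no clear call, values can overlap the other calls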;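 note: 0% = DMSO neutral control and 100% = excess unlabeled competitor peptide PRC23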
CAL PDZ FP-2 – inhibitors of human CAL PDZ peptide binding | Q9HD26 | purified CAL PDZ, TMR-peptide fluorescence polarization, 1 h | inhibition, % at 20 µM | hit rate 0.02% among 330,000 | AID 504414;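 active = highest replicate inhibition of at least 40%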;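 note: plate controls were DMSO neutral control wells for no effect and unlabeled competitor peptide control wells for full effect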
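System: purified tagged CAL PDZ domain construct (CerCALP). Schedule: 1 h incubation at room temperature before polarization reading. Medium: 25 mM sodium phosphate pH 7.4, 150 mM NaCl, TCEP, IgG, Thesit. Read-out: percent inhibition from loss of millipolarization. Measured by: FP readout, S and P plane fluorescence. Probe or stimulus: fluorescent TMR peptide probe.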
Tat transport – inhibitors of E. coli Tat protein transport | E. coli MC4100 TorA-mCherry Tat export, fluorescence | inhibition, % at 10 µM | hit rate 0.036% among 340,000 | AID 488895;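 active = mean replicate inhibition at least 50% and at least half of replicates individually reaching 50%; inconclusive = only one of the two criteria met; inactive = neither criterion met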;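 note: exported cargo escapes ClpAP degradation while cytoplasmic cargo is degraded and loses fluorescence; 0% = median of neutral control wells and 100% = median of NaSCN control wells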
MITF TRPM1 HTS – MITF TRPM1 promoter activation in melanoma cells; AID 588334; activation, % at 12.5 µM; hit rate 0.75% among 300,000; SK-MEL-5 TRPM1-promoter luciferase, 24 h; % of positive control, neutral wells = 0;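 active = mean activation of at least 80% with every replicate also reaching 80%; inconclusive = mean reaches 80% but some replicate falls short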;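 note: 0% = neutral control wells and 100% = parthenolide positive control wells; values of inactives mirror those of a sister screen read the other way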
V-ATPase pHluor – alters yeast V-ATPase proton transport | S. cerevisiae, pHLuorin cytosolic pH fluorescence | hit rate 0.37% among 350,000 | response, % at 10 µM; in the data active = response mostly above about 7.3%, no sharp cut-off; inactive = mostly below about 5.4%; note: actives read high; inactives centre near 0; some compounds called inactive have numbers as strong as hits; reference of the scale not given here
dFosB act – activators of mouse delta FosB homodimer | P13346 | purified delta FosB, TAMRA-CDK5 oligo fluorescence polarization; percent of positive-control signal above neutral wells | hit rate 0.99% among 340,000 | activation, % at 25 µM;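 active = mean activation above about 17%, with every replicate also reaching it, limit read from the data, passing the limit was not always enough; inconclusive = only one of the two conditions met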;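 note: fluorescence polarization rise as delta FosB binds a TAMRA Cdk5 AP-1 oligo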
Target sequence (P13346 whole entry, looked up): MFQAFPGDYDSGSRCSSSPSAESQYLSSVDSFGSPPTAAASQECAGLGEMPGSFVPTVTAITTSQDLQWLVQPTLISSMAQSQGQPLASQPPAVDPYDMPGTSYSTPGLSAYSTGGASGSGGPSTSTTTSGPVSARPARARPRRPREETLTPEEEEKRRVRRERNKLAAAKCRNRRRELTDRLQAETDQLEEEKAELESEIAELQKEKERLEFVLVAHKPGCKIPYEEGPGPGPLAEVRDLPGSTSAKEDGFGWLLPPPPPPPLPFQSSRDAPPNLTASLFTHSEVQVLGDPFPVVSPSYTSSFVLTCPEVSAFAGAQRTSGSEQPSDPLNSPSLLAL
* = called active by the depositor; ? = inconclusive; · = not tested or not shown.

Under each structure: RTF Ca sens act	Rtt109 Vps75	CDK5 inh	Wnt act	CAL PDZ FP-1	CAL PDZ FP-2	Tat transport	MITF TRPM1 HTS	V-ATPase pHluor	dFosB act
- COc1cc(Br)c(-c2sc(Nc3ccccc3)n[n+]2-c2ccccc2)cc1OC
  -0.9	5.6	-1.1	0.1	1.4	-0.9	-3.7	-3.9	-1.2	-10.8
- C/C=C/C=C\C(=O)Nc1cccc(C2=NOC3(C2)C[C@H](C(N)=O)N(C(=O)/C=C/C)C3)c1 (stereo partly specified)
  15.5	-3.8	-0.2	-2.6	-3.2	-1.6	7.0	9.2	-9.2	8.2
- COc1cc(OC)cc(C(=O)Nc2nc(CC(=O)NCc3ccc(F)cc3)cs2)c1
  -1.3	-7.4	1.0	1.3	-4.9	-1.2	14.7	-6.7	-1.4	-0.8
- COc1ccc(C2N3CC4(C)CN2CC(C)(C3)C4O)cc1OC (stereo unspecified)
  4.4	-1.9	-1.8	·	-8.2	-3.1	1.7	6.6	-2.1	-2.4
- O=C(c1cccs1)N1CCN(CCCc2ccccc2)CC1
  -4.5	2.8	-0.2	-5.0	-0.8	0.6	0.1	4.6	1.9	-7.5
- Cc1ccc(Nc2ccc(S(=O)(=O)N3CCOCC3)cc2[N+](=O)[O-])cc1C
  11.0	0.3	0.8	-4.1	1.7	1.0	5.1	-3.2	-0.2	0.4
- Cc1ccc(S(=O)(=O)N(C)C)cc1NC(=O)c1ccc(-n2cncn2)c([N+](=O)[O-])c1
  -1.3	1.7	-0.7	-5.8	-1.8	-0.2	-10.0	-1.7	-2.2	-2.6
- OCCOCCNc1ncnc2c1cnn2-c1ccccc1
  -3.4	2.3	0.2	20.3	-2.2	-1.3	-7.8	45.4	9.9	-11.0
- Cc1nc(N2CCC(C)CC2)c2c(C)c(C(=O)Nc3cc(F)ccc3C)sc2n1
  -3.2	3.0	0.0	-5.6	-4.3	-2.6	-0.6	2.8	2.9	-2.2
- Cc1ccc(-n2nnnc2SCc2ccccn2)cc1C
  5.4	-2.2	-0.7	0.4	1.8	-2.7	-6.3	5.5	-1.1	-5.7
- Cc1cc(C)n2nc(-c3ccsc3-n3c(C)ccc3C)cc2n1
  -5.0	1.5	0.6	-7.4	-0.1	·	1.9	-19.4	-3.1	-7.5
- O=C(COC(=O)COc1ccc(Cl)cc1Br)NCCC1=CCCCC1
  -5.9	-2.6	-0.2	-5.0	·	-2.3	-1.6	-3.6	-2.8	-11.3
- O=C(NCc1ccco1)c1ccc(COc2ccc(Cl)cc2)cc1
  -2.8	-7.1	-9.6	0.6	-4.6	-1.3	0.7	9.4	-0.1	2.1
- C=CCN1C(=O)/C(=C2/Sc3ccc(OC)cc3N2C)SC1=Nc1cccc(O)c1
  11.4	-1.7	2.7	-3.6	-6.0	0.0	0.7	-7.2	2.2	-17.4
- COc1ccc2[nH]c(=O)c(CN(C(=O)c3ccco3)C3CCCCC3)cc2c1
  -1.6	5.4	-2.1	-2.6	2.0	-1.1	-1.1	12.4	-2.1	3.5
- Cc1ccc(C(=O)N2CCCC(Nc3ccc(C)c(C)c3)C2)c(=O)[nH]1 (stereo unspecified)
  -4.0	9.7	0.1	2.7	-1.1	-2.1	-9.6	-7.6	-2.9	1.2
- O=C(O)CSc1cn(Cc2ccccc2)c2ccccc12
  1.3	11.1	-1.8	-1.1	1.1	-0.2	12.2	0.6	-1.2	-7.8
- CS(=O)(=O)Nc1cccc(C2=NN(C(=O)c3ccccc3)C(c3cccs3)C2)c1 (stereo unspecified)
  1.9	-2.2	0.9	-5.2	-3.6	-1.4	6.7	11.2	-1.7	-11.9
- CCCCn1c(-c2ccc(Cl)c(Cl)c2)nc2cc3[nH]c(=O)c(C(C)C)nc3cc21
  0.6	7.9	0.1	-11.3	-2.0	-0.2	-7.6	15.0	-3.9	3.6
- Cc1noc(C)c1NC(=O)N(C)C[C@H]1Oc2ccc(NS(=O)(=O)c3ccccc3)cc2C(=O)N([C@H](C)CO)C[C@@H]1C
  1.0	1.8	0.5	-1.2	0.8	0.2	1.1	-0.6	7.9	-11.3
- CCOn1c(=O)c(-c2ccc(Br)cc2)[n+]([O-])c2ccccc21
  1.1	-4.7	0.6	9.0	-6.8	-1.0	7.6	-0.8	-3.4	-3.0
- COc1cc(C(=O)OCC(=O)N2CCOCC2)c([N+](=O)[O-])cc1OC
  -4.3	11.3	0.7	0.1	·	0.1	-1.3	-2.1	-4.0	-4.0
- Cc1cnc(-c2nnc(N(C)C(=O)C3CCOC3)s2)cn1 (stereo unspecified)
  0.5	-8.5	0.6	13.6	-3.9	-3.3	-7.5	21.2	1.0	-0.1
- COc1ccc(NC(=S)Nc2cccc([N+](=O)[O-])c2)cc1
  0.7	-17.2	0.5	·	-1.5	-1.8	4.4	·	-2.1	-4.5
- O=C(Oc1ccc2c(c1)CCC2)N1CCOCC1
  1.2	-2.1	0.7	14.3	-1.2	-0.4	-2.9	51.9	-3.5	-1.8
- COc1cc(/C=C/C(=O)Nc2ccc(S(=O)(=O)Nc3ncccn3)cc2)ccc1OCC#N
  -2.6	1.6	-1.3	0.7	-9.1	-1.0	4.3	·	-0.8	-9.9
- COc1ccc(CC(=O)NC(C)CCc2ccccc2)cc1 (stereo unspecified)
  2.8	·	0.3	-2.0	-5.4	-1.1	5.2	-16.3	-2.3	-7.0
- CS(=O)(=O)N(CCc1ccccc1)CC(=O)N1CCN(c2ccccc2)CC1
  0.0	0.2	-0.4	·	-1.2	-3.2	1.8	·	3.0	-6.9
- Cc1ccc(Cl)cc1N1CCN(C(=S)NCc2ccco2)CC1
  -1.9	-0.8	-1.3	-0.8	-1.4	2.7	-1.0	6.8	0.6	1.3
- Cc1cc(C(=O)NN=C2C3CC4CC(C3)CC2C4)c2ccccc2n1
  1.4	1.7	-0.1	·	-0.5	·	-1.7	-12.3	-0.3	-2.6

Reprinted from the listing (three entries):
Under each structure: RTF Ca sens act	Rtt109 Vps75	CDK5 inh	Wnt act	CAL PDZ FP-1	CAL PDZ FP-2	Tat transport	MITF TRPM1 HTS	V-ATPase pHluor	dFosB act
- CS(=O)(=O)N(CCc1ccccc1)CC(=O)N1CCN(c2ccccc2)CC1
  0.0	0.2	-0.4	·	-1.2	-3.2	1.8	·	3.0	-6.9
- Cc1ccc(Cl)cc1N1CCN(C(=S)NCc2ccco2)CC1
  -1.9	-0.8	-1.3	-0.8	-1.4	2.7	-1.0	6.8	0.6	1.3
- Cc1cc(C(=O)NN=C2C3CC4CC(C3)CC2C4)c2ccccc2n1
  1.4	1.7	-0.1	·	-0.5	·	-1.7	-12.3	-0.3	-2.6

The list continues:
Under each structure: RTF Ca sens act	Rtt109 Vps75	CDK5 inh	Wnt act	CAL PDZ FP-1	CAL PDZ FP-2	Tat transport	MITF TRPM1 HTS	V-ATPase pHluor	dFosB act
- Cc1ccccc1Nc1nnc(SCC(=O)c2c(N)n(C3CC3)c(=O)[nH]c2=O)s1
  -0.5	-20.1	-0.5	-0.8	-2.0	0.0	0.8	15.4	1.3	-3.5
- CCCCNC(=O)c1[nH]c(C)c(C(C)=O)c1C
  -2.5	-7.4	1.0	-1.3	0.9	-3.3	-4.2	-12.8	1.8	-3.1
- COc1ccccc1OCC(=O)Nc1ccc(O)cc1C(=O)O
  1.3	-2.6	0.8	·	-4.2	-0.3	-0.7	3.1	-2.1	-2.6
- S=C(NCc1ccccc1)NCC1COc2ccccc2O1 (stereo unspecified)
  7.3	7.6	-2.3	·	·	-3.8	4.4	-7.2	4.3	-4.2
- COc1ccc(S(=O)(=O)N2CCCC2CNC(=O)C(=O)Nc2ccc(F)cc2)cc1 (stereo unspecified)
  0.3	18.3	-0.5	5.6	·	-1.1	16.5	38.5	-1.7	2.8
- COc1ccc(CCC(=O)Nc2cc3c4c(c2)CCC(=O)N4CCC3)cc1
  -5.0	-5.7	0.9	0.7	-5.2	-3.2	-2.4	0.6	-2.6	-9.3
- O=C(OCc1cc2ccccc2[nH]c1=O)c1ccccc1
  -3.3	-4.0	-1.9	·	-2.7	-1.6	-0.1	-0.4	0.8	2.4
- O=C(NOCc1ccccc1)c1cccc([N+](=O)[O-])c1
  -4.6	0.6	-1.8	0.1	0.2	0.5	7.5	27.0	-2.1	3.2
- Cc1cc(CN2CCC(n3nccc3NC(=O)c3ccccc3Cl)CC2)cc(C)c1O
  2.0	1.3	2.2	0.6	-2.0	-3.7	-6.7	2.4	-1.1	-10.6
- CCOc1ccc(S(N)(=O)=O)cc1-c1nc2c(C(C)(C)C)nn(C)c2c(=O)[nH]1
  4.9	8.9	0.7	-1.4	-4.7	-4.7	-2.7	-9.0	-1.6	-17.1
- O=C(Cn1cc(C(F)(F)F)ccc1=O)N/N=C/c1ccc(Cl)cc1Cl
  2.8	-7.8	0.8	·	4.8	-0.6	-5.6	-4.2	-2.0	4.6
- Cc1ccc(NC2=C([N+](=O)[O-])CS(=O)(=O)C2)cc1
  -0.3	15.9	0.2	·	·	-0.5	-7.8	8.5	-2.5	0.2
- NC(=O)c1c(Nc2nc3c(F)cccc3s2)sc2c1CCCC2
  23.7	1.7	1.5	·	-3.7	-2.0	-5.3	17.9	-3.9	-5.6
- COc1ccc(N2C(=O)CC(NC3CC3)C2=O)cc1 (stereo unspecified)
  -2.5	-0.8	-2.5	·	0.5	-0.6	-8.0	2.3	-0.4	3.2
- COCCCNC(=O)C1C2C=CC3(CN(Cc4ccc(C)cc4)C(=O)C13)O2 (stereo unspecified)
  -4.7	-0.9	0.1	-1.4	-3.2	-2.8	5.2	-2.1	-3.6	-4.9
- O=C(COc1cc2oc(=O)c3c(c2cc1Cl)CCC3)NCCN1CCOCC1
  -0.1	11.9	-0.4	-1.4	-0.9	-0.6	1.9	5.0	7.3	-9.2
- COc1cc(OC)cc(C(=O)N[C@H](C(=O)Nc2ccc(NC(C)=O)cc2)C(C)C)c1
  -0.2	-10.8	-1.0	-0.7	-1.0	0.3	-5.5	4.1	1.1	-14.6
- O=C(CC1C(=O)NCCN1Cc1ccoc1)NCc1cccc(OC(F)(F)F)c1 (stereo unspecified)
  1.3	-4.0	-0.2	-5.1	-4.0	-2.2	3.6	4.7	3.5	-6.8
- Cc1ccc(NC(=O)CN2C(=O)CC(C)S(=O)(=O)c3ccccc32)cc1 (stereo unspecified)
  -1.7	-18.4	0.6	-1.0	·	-0.6	0.1	10.1	1.1	-5.1
- COc1cc(C(=O)/C=C/c2cccnc2)ccc1O
  3.6	?	-1.0	3.0	·	-0.4	-7.0	-7.7	-6.7	-6.8
- Cc1ccc(NC(=S)NC(C)CCc2ccccc2)cc1C (stereo unspecified)
  -3.3	3.4	1.5	-0.6	-1.3	-0.9	16.6	-5.7	1.8	-5.8
- Cc1sc2ncn(CC(=O)NCCCOC(C)C)c(=O)c2c1S(=O)(=O)N1CCN(c2ncccn2)CC1
  1.6	-6.5	0.0	-0.7	2.1	-0.3	-1.8	12.5	-0.2	-6.9

An unsorted share of the library. Share with any hit: about 4.1%.
